Screens (PubChem BioAssay)
PMI act – increases human mannose-6-phosphate isomerase activity | activation factor at 20 µM | P34949 | purified human PMI, coupled resazurin fluorescence, 20 min; active compounds read high; 1 = vehicle control, 0 substrate-free wells | 0.005% of 190,000 active;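 active = activation factor of 2 or more at 20 µM, relative to plate controls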
Diaph inh CS – counter-screen for diaphorase-based assays: diaphorase inhibitors and chemical oxidizers; diaphorase resazurin-to-resorufin fluorescence, NADH, 16 min; bacterial (C. kluyveri) enzyme, not human; inhibition, % at 20 µM; 0.69% of 190,000 active; AID 1217;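 active = primary screen inhibition at 20 µM above a set limit, cut at about 50% in these data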;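 note: plate controls were DMSO with full reaction for no effect and wells lacking NADH for full effect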
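Assay system: diaphorase enzyme from Clostridium kluyveri; Input: enzyme working solution with 0.14 U/mL diaphorase; Timing: 16 min at room temperature; Technique: resorufin fluorescence, excitation 544 nm, emission 590 nm; Benchmarks: positive control minus NADH, DMSO neutral control.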
TR-FRET SRC-2 ct – flags TR-FRET format artefacts in PPARgamma SRC-2 recruitment agonist screen; AID 1049; TR-FRET ratio at 8 µM; TR-FRET artefact counter-screen; active compounds read high; 0.4% of 200,000 active; in the data active = TR-FRET ratio above about 2000; note: inactives centre near 1500
S1P3 antagonist – blocks the human S1P3 receptor; CHO S1P3 NFAT-BLA reporter, FRET fluorescence, antagonist mode; AID 485; 0.27% of 170,000 active; inhibition, % at 4.98 µM;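 active = inhibition above the plate cutoff, the mean inhibition of test wells on that plate plus 3 SD, cut at about 28% in these data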;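 note: cells challenged with S1P at its EC80 of 0.8 µM; blue over green emission ratio from cleaved BLA substrate after 4 h stimulation; 0% = S1P-stimulated wells and 100% = unstimulated DMSO-only wells; some compounds past the cut are filed as inactive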
Target sequence (Q99500 whole entry, looked up): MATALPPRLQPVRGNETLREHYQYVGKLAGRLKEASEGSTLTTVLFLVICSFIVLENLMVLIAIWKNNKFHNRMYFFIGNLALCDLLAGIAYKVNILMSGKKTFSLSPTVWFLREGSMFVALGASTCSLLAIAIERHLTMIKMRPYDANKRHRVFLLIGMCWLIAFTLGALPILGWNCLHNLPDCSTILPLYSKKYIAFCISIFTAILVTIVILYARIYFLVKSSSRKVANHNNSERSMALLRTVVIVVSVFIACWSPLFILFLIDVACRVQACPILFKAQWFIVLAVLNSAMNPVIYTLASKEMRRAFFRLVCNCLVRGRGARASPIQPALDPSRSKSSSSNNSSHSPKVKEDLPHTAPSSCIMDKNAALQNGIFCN
PPARg SRC-3 ag – agonists of human PPARgamma SRC-3 coactivator recruitment. P37231. biochemical PPARgamma/SRC-3 coactivator recruitment assay. activation, % at 8 µM. 0.26% of 200,000 active. AID 731; in the data active = activation above about 23%;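 note: 0% = DMSO and 100% = reference agonist; some compounds past the cut are filed as inactive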
Target sequence (P37231 whole entry, looked up): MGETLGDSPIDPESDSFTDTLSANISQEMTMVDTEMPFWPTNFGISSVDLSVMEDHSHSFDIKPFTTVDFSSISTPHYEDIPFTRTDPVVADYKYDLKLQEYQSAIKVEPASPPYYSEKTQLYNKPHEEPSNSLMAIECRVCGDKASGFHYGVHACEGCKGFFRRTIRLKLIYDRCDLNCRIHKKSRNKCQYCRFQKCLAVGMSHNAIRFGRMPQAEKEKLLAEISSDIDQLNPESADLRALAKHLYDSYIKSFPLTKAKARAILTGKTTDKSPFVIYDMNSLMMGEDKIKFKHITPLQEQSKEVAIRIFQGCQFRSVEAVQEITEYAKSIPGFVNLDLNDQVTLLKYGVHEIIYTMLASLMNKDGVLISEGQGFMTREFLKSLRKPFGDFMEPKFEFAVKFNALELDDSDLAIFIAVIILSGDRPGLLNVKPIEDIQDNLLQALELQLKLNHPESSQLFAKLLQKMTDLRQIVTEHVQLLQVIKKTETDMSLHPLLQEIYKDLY
PPARg SRC-1 ag – agonists of human PPARgamma SRC-1 coactivator recruitment; P37231; PPARgamma-SRC-1 coactivator recruitment biochemical assay; activation, % at 8 µM; 0.41% of 200,000 active; in the data active = activation above about 19%;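 note: 0% = DMSO and 100% = reference agonist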
PMI act hi M6P – activators of human phosphomannose isomerase at near-saturating mannose 6-phosphate; AID 1216; 0.34% of 190,000 active; activation factor at 20 µM; P34949; coupled PMI enzyme assay, resazurin fluorescence, 20 min; active compounds read high; 1 = untreated enzyme, 0 = substrate-free blank;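 active = activation factor of 2 or more at 20 µM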
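assay system = human phosphomannose isomerase with PGI, G6PDH, diaphorase coupling enzymes | quantity = 15 ng/mL PMI | incubation = enzyme reaction with compound 20 min at room temperature | medium = HEPES pH 7.4 buffer with MgCl2 and Tween-20 | compound dosing = one concentration, 20 µM, in 1% DMSO | measured by = Diaphorase-driven resazurin-to-resorufin fluorescence, excitation 544, emission 590 nm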
ROMK mod – modulators of human ROMK potassium channel. P48048. Tet-inducible ROMK, thallium flux fluorescence; actives lie on both sides. B-score at 10 µM. 2% of 130,000 active. AID 1918;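 active = signal ratio slope over the read window, or its plate-corrected B-score, at least 3 SD from the plate mean, either direction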;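 note: B-score of the F/F0 ratio slope over 7 to 12 s after thallium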
Diaph act CS – activates diaphorase or chemically reduces, flagging diaphorase assay artifacts | Diaphorase/resazurin coupled assay, resorufin fluorescence, 16 min; active compounds read high; 1 = vehicle wells, 0 = NADH-free wells | activation factor at 20 µM | 0.005% of 190,000 active;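 active = diaphorase activity raised at least twofold by the compound at 20 µM; inactive = activation factor below 2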
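Measured by – red resorufin fluorescence at 544/590 nm excitation/emission · Test system – Clostridium kluyveri diaphorase, purified enzyme · Incubation – reaction time 16 min, room temperature · Buffer or medium – 50 mM HEPES pH 7.4 with 4.542 mM MgCl2, 0.005% Tween 20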
G6PDH counter – inhibits Leuconostoc G6PDH, flagging false hits in G6PDH-based assays; Purified L. mesenteroides G6PDH, diaphorase/resazurin coupled fluorescence, 45 min; inhibition, % at 5 µM; 0.12% of 200,000 active; in the data active = inhibition above about 50%
PPARg SRC2 recr – promotes SRC-2 coactivator recruitment by human PPARgamma | P37231 | PPARgamma LBD-SRC-2 recruitment, biochemical | activation, % at 8 µM | 0.34% of 200,000 active; in the data active = activation above about 22%;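 note: 0% = vehicle and 100% = reference agonist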
* marks the source's active call; other numbers are inactive results; . = no result given. Rows were taken by chance. Share with any hit: about 3.3%.

item	Structure	PMI act	Diaph inh CS	TR-FRET SRC-2 ct	S1P3 antagonist	PPARg SRC-3 ag	PPARg SRC-1 ag
1	COc1ccc(-c2[nH]ncc2CN(C)Cc2cccnc2)c(OC)c1	1	9	1489	-3	-1	5
2	CCC1(C)N=c2c(c(=O)n(C)c(=O)n2C)=NO1 (stereo not given)	1	5	1338	.	-9	-6
3	CCc1ccc(N2CC(C)Cn3c2nc2c3c(=O)n(CCN3CCOCC3)c(=O)n2C)cc1 (stereo not given)	1	-5	1583	-28	5	0
4	COc1ccc(C(=O)Nc2ccc(S(=O)(=O)Nc3cc(C)nc(C)n3)cc2)cc1OC	0.9	31	1451	-1	1	1
5	CC(c1ccon1)N(C)Cc1cn(Cc2ccccc2)nc1-c1ccc2c(c1)OCO2 (stereo not given)	0.9	-4	1513	-12	-5	5
6	COc1cccc(C2=NOC(C(=O)N3CCN(c4ccccc4)CC3)C2)c1OC (stereo not given)	1.1	12	1560	3	2	-3
7	Cc1cc(Cl)ccc1N1C(=O)CC(NNC(=O)c2cccnc2)C1=O (stereo not given)	1.1	15	1656	6	1	7
8	OCC1(Cc2ccc(Cl)cc2)CCN(CC2CC=CCC2)CC1 (stereo not given)	0.9	24	1723	-10	6	6
9	Cc1ccc(C2C(C#N)=C(N)Oc3n[nH]c(-c4cccnc4)c32)o1 (stereo not given)	0.9	31	1630	-23	5	6
10	c1ccc(OCc2cc(-c3ccccc3)no2)cc1	1	7	1731	-8	4	7
11	O=C1C(Cc2cccc([N+](=O)[O-])c2)SC(=Nc2ccccc2)N1c1ccccc1 (stereo not given)	0.8	24	1676	-8	0	1
12	CCCN1CCN(C(=S)NCc2ccc(Cl)cc2)CC1	1	-8	1647	-16	0	-4
13	O=C(NCc1ccccn1)C(F)(F)C(F)(F)C(=O)NCc1ccccn1	1	5	1340	-12	3	7
14	Clc1cccc(OCCN2CCOCC2)c1	0.9	16	1374	-2	-4	-5
15	Cc1cccc(-n2c(SCC(N)=O)nc3c(c2=O)C2(CCCC2)Cc2ccccc2-3)c1	0.9	22	1890	-15	11	10

item	PMI act hi M6P	ROMK mod	Diaph act CS	G6PDH counter	PPARg SRC2 recr
1	1.1	0.75	0.9	3	6
2	1	-0.12	0.9	7	-4
3	1	0.61	1.1	10	6
4	0.9	1.1	0.7	23	-3
5	0.9	-0.15	1	7	-8
6	1.1	.	0.9	7	7
7	1	-0.14	0.8	10	-1
8	0.9	-1.6	0.8	15	6
9	0.9	0.39	0.7	5	8
10	1	-0.74	0.9	0	6
11	0.9	.	0.8	-1	4
12	1.1	-0.75	1.1	6	-8
13	1	.	1	-1	-5
14	1.1	1.9	0.8	2	1
15	0.9	-1.8	0.8	-14	20

The list goes on; the last 4 above are carried over.
item	Structure	PMI act	Diaph inh CS	TR-FRET SRC-2 ct	S1P3 antagonist	PPARg SRC-3 ag	PPARg SRC-1 ag
12	CCCN1CCN(C(=S)NCc2ccc(Cl)cc2)CC1	1	-8	1647	-16	0	-4
13	O=C(NCc1ccccn1)C(F)(F)C(F)(F)C(=O)NCc1ccccn1	1	5	1340	-12	3	7
14	Clc1cccc(OCCN2CCOCC2)c1	0.9	16	1374	-2	-4	-5
15	Cc1cccc(-n2c(SCC(N)=O)nc3c(c2=O)C2(CCCC2)Cc2ccccc2-3)c1	0.9	22	1890	-15	11	10
16	c1ccc2c(SCc3cn4ccccc4n3)nncc2c1	1.1	-18	1562	-4	3	-1
17	CC(C)C(=O)Nc1nnc(CSCc2ccccc2F)s1	1	-1	1461	.	-1	-3
18	CCOc1cc(NC(=S)NCc2ccco2)c(OCC)cc1NC(=O)CC	0.9	5	1635	5	1	6
19	CCCC(=O)Nc1ccc(C(=O)NCCCn2ccnc2)cc1	1	1	1497	32	7	-4
20	O=C(c1cc2nc(-c3ccc(F)cc3)cc(C(F)(F)F)n2n1)N1CCOCC1	0.9	22	1804	-3	3	6
21	O=C(CN1CCCc2ccccc21)N/N=C/c1c(O)ccc2ccccc12	0.9	25	1627	7	4	3
22	CC1=C(C#N)c2nc(N)c(C#N)c(C)c2/C1=C\c1ccc(C)cc1	1.3	3	1477	.	4	-1
23	O=C(CS(=O)(=O)c1c[nH]c2ccccc12)Nc1ccc2c(c1)OCCO2	0.9	20	1608	.	5	6
24	Cc1c(CNCCCc2ccccc2)c(C(=O)O)c(C)n1Cc1ccccc1	1	13	1572	-16	5	4
25	O=C1CS/C(=C/C(=O)c2cccc(Cl)c2)N1	1	10	1570	-16	0	7
26	COC(=O)c1cccc(NC(=O)CSc2nc3cccnc3n2C)c1	1	26	1545	-15	-7	5
27	CC(C)CC1(C(=O)O)NC(c2ccccc2O)C2C(=O)N(C(C)C)C(=O)C21 (stereo not given)	1	-1	1664	-13	3	4
28	CCOC(=O)c1ccc(N(CC(=O)NC2CCCC2)C(=O)CNC(=O)c2ccco2)cc1	1	9	1440	19	-6	-5
29	COc1ccc(CCNC(=O)c2cnn3cccnc23)cc1OC	0.8	24	1493	-4	-14	2
30	CCn1c(CNC(=O)Cc2ccc(OC)cc2)nnc1SCC(=O)Nc1nccs1	0.9	6	1563	60*	8	0

item	PMI act hi M6P	ROMK mod	Diaph act CS	G6PDH counter	PPARg SRC2 recr
12	1.1	-0.75	1.1	6	-8
13	1	.	1	-1	-5
14	1.1	1.9	0.8	2	1
15	0.9	-1.8	0.8	-14	20
16	1.1	-0.44	1.2	-1	-11
17	1	-0.11	1	-2	-1
18	0.8	.	1	-6	-4
19	1	.	1	-3	10
20	0.9	.	0.8	4	3
21	0.9	.	0.7	-16	11
22	1.4	.	1	11	5
23	0.9	.	0.8	-22	0
24	0.9	-1	0.9	1	-6
25	1.1	0.081	0.9	1	4
26	1	-3.4*	0.7	3	-10
27	1	.	1	3	4
28	1	.	0.9	0	-2
29	0.9	-0.56	0.8	-4	6
30	0.9	-0.41	0.9	18	-5

Going on with the list.
item	Structure	PMI act	Diaph inh CS	TR-FRET SRC-2 ct	S1P3 antagonist	PPARg SRC-3 ag	PPARg SRC-1 ag
31	CCCn1c(SCC(=O)Nc2cccc(C(=O)OCC)c2)nnc1-c1ccoc1C	0.9	27	1624	12	17	6
32	O=C(COc1ccc(C(=O)O)cc1)Nc1cccc(C(F)(F)F)c1	0.9	16	1653	-16	1	2
33	O=C(NCCSc1ccc(Br)cc1)c1ccccc1	1.1	2	1556	-4	-3	2
34	COc1ccc(C(=O)CSc2ccccc2C(=O)O)cc1	1.4	5	1398	4	7	3
35	Cc1cc(C)n(CCNc2nc3nonc3nc2N2CCCCC2)n1	0.9	-1	1336	-1	0	0
36	CC1CCc2ccc(F)cc2N1S(=O)(=O)c1cccs1 (stereo not given)	0.9	14	1459	-9	-7	6
37	COCCn1c(Cc2ccccc2)nnc1SCC(=O)Nc1cc(C)on1	1	8	1569	7	6	6
38	Cc1[nH]c2ccccc2c1C(=O)COC(=O)C1CC(=O)N(Cc2ccco2)C1 (stereo not given)	1.2	7	1613	21	10	7
39	Cc1ccc(NC(=O)COC(=O)c2ccc(OCc3c(C)noc3C)cc2)cc1S(=O)(=O)N1CCOCC1	0.9	23	1509	-9	0	-4
40	COc1cc(-c2nnc(SCC(=O)N(Cc3ccccc3)C(C)(C)C)o2)cc(OC)c1OC	0.9	34	1625	-38	3	-3
41	CCCNC(=O)CN(CCc1ccccc1)S(C)(=O)=O	1	6	1621	.	9	0
42	CC(C)C(=O)NNC(=O)CN1CCN(c2nc(-c3ccccc3)cs2)CC1	.	.	1505	-8	0	-1
43	COc1ccc(Cl)cc1NC(=S)N(Cc1ccc(C(=O)O)cc1)Cc1ccc(OC)c(OC)c1	0.9	19	1498	-15	1	9
44	N#C/C(C(=O)N1CCOCC1)=C1/SC(Cc2ccc(F)cc2)C(=O)N1c1ccccc1 (stereo not given)	1.1	-5	1465	-11	-7	-4
45	O=C(Nc1ccccc1)C(Cc1ccccc1)NC(=O)C12CC3CC(CC(C3)C1)C2 (stereo not given)	1	14	1453	.	3	-5

item	PMI act hi M6P	ROMK mod	Diaph act CS	G6PDH counter	PPARg SRC2 recr
31	0.9	.	0.7	10	3
32	0.9	0.35	0.8	13	0
33	1	-0.88	1	-1	-1
34	1.2	0.68	0.9	-5	12
35	1	.	1	4	1
36	1	.	0.9	3	-3
37	1	0.19	0.9	-10	9
38	1	-0.61	0.9	10	3
39	0.9	.	0.8	-12	-5
40	0.8	.	0.7	6	5
41	1	0.55	0.9	4	5
42	.	0.22	.	6	2
43	0.9	0.75	0.8	9	3
44	1	-0.014	1	-1	-7
45	1	.	0.9	6	-3

Later entries
item	Structure	PMI act	Diaph inh CS	TR-FRET SRC-2 ct	S1P3 antagonist	PPARg SRC-3 ag	PPARg SRC-1 ag
46	COc1ccc(/C=N/n2cnn(Cc3ccccc3Cl)c2=S)cc1OC	0.9	18	1558	-3	-2	-2
47	COc1ccc(/C=C/C(=O)OCC(=O)NCCC2=CCCCC2)cc1S(=O)(=O)N1CCOCC1	1	18	1363	-7	-3	-4
48	Cn1nnnc1SCc1ccccc1F	1	9	1586	0	4	7
49	COc1cc2c(cc1NC(=O)CN1CCN(S(=O)(=O)c3ccccc3F)CC1)oc1ccccc12	1	4	1590	.	7	2
50	CCN(CC)S(=O)(=O)c1ccc(Cl)c(C(=O)OC)c1	0.9	5	1509	14	-8	-3
51	CCOC(=O)c1ccc(-n2ncc(C(=O)OCC)c2N)cc1	0.9	5	1579	28	3	3
52	Cc1cccc(N2CCN(C(=O)c3ccccc3NC(=O)C3CCCCC3C(=O)O)CC2)c1 (stereo not given)	1.1	3	1681	1	1	-4
53	Cc1cc(C)c(S(=O)(=O)N(CC(=O)N2CCCC2)C2CCCCC2)c(C)c1	0.9	15	1616	-2	1	5

item	PMI act hi M6P	ROMK mod	Diaph act CS	G6PDH counter	PPARg SRC2 recr
46	0.9	-0.7	0.8	-3	-4
47	1	-0.43	0.8	2	-2
48	0.9	.	0.9	0	8
49	1.1	-0.017	1	11	14
50	0.9	0.52	0.9	18	-4
51	1	0.47	0.9	-6	3
52	1.1	.	1	22	-9
53	0.9	-2.6	0.8	12	11
